# Bioassay records (PubChem)
# DRD3 agonist – agonists of human D3 dopamine receptor; P35462; D3R DiscoveRx beta-arrestin cells, luminescence, 90 min; max activation, %; hit rate 0.58% among 410,000; in the data active = max activation above about 30%; also: 0% is about no effect; mostly tested at two doses, the higher about 12 µM
# Target sequence (P35462 whole entry, looked up): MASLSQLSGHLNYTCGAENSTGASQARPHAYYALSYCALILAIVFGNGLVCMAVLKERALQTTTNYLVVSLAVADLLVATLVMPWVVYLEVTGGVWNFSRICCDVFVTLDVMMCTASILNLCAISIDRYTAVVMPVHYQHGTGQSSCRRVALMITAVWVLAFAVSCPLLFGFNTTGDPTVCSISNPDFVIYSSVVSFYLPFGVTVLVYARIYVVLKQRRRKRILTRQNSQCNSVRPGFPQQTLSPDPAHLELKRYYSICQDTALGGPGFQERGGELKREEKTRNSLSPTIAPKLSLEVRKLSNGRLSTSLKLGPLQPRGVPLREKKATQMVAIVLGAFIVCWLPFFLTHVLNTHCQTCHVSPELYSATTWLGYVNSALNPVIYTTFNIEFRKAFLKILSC
#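 Cells at 1500/well, incubated overnight, then treated with pinned compounds (dopamine as control) for 90 min at 37 degrees C. DiscoveRx reagent added for 30 - 60 minutes at room temperature; luminescence read.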
# KB-V1 MDR tox – kills drug-selected multidrug resistant KB-V1 cells | KB-V1 MDR cells viability, CellTiter-Glo, 72 h | Potency, µM (doses to about 46.1 µM), inactives show at the highest dose activity change, negative = cytotoxicity, usual class: cytotoxic | hit rate 3.4% among 400,000 | AID 1347076; also: potency is read from the fitted curve at half-maximal effect; % is scaled to controls: 0 for no effect and ±100 for the full control effect; nearly all actives have a fitted effect of over 60% in size
#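 KB-V1 MDR subline cells in DMEM (phenol-red free, 10% FBS) exposed to compounds in qHTS concentration series for 72 h at 37 degrees C. Viability read by CellTiter-Glo luminescence; concentration-effect curves fitted after normalization and correction.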
# HT1080 IDH1KD tx – HT-1080 IDH1 knockdown cell toxicity (counter line); Potency, µM (doses to about 46.1 µM), for the others: at the top dose activity, negative = toxicity, hits mostly cytotoxic; hit rate 2% among 360,000; HT-1080 IDH1 knockdown viability, ATP luminescence, 48 h;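 also: potency is read from the fitted curve at half-maximal effect; 0% = DMSO wells and -100% = cell-free medium wells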
#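 Assay cells: HT-1080 with IDH1 knockdown, 750 per well, RPMI/5% FBS. Exposure: 48 h at 37 °C following 2 h pre-incubation. Read: CellTiter-Glo luminescence; fitted concentration-response, curve class assigned.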
# HT1080NT lethal – kills 2HG-producing HT-1080-NT fibrosarcoma cells | HT-1080-NT fibrosarcoma viability, CellTiter-Glo ATP luminescence, 48 h | Potency, µM (series often up to 46.1 µM), inactives show top-dose activity, negative = less viability, most hits filed as cytotoxic | hit rate 1.6% among 360,000;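 also: NT is the 2HG producing partner of a matched IDH1 knockdown line; potency is read from the fitted curve at half-maximal effect; 0% = DMSO-treated cells and -100% = media-only wells without cells; nearly all actives have a fitted effect of over 55% in size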
#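 HT-1080-NT; 750 cells/well; 5% FBS RPMI; 48 h compound, 37 degrees C; CellTiter-Glo luminescence; curve fitting and curve-class assignment.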
# IL-1B inflam inh – inflammasome signaling inhibition, IL-1 beta readout; THP-1 LPS/ATP IL-1B secretion, AlphaLISA, 16 h; active compounds read low; activity change, % at 57.5 µM; hit rate 4.7% among 360,000; AID 743279; in the data active = activity change below about -50%; inconclusive = mostly about -30% to -49%; also: % is scaled to controls: 0 for no effect and ±100 for the full control effect
#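 Secreted IL-1B measured by AlphaLISA bead assay after 16 h compound exposure of THP-1 cells; compounds (final up to 57.5 uM) added 1 h before LPS (250 ng/mL) and ATP (1.25 mM) stimulation; lower signal means less secretion.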
# SW480 rerep – induces DNA re-replication in SW480 colon adenocarcinoma cells; SW480 DNA re-replication, Hoechst DNA content imaging, 48 h; Potency, µM (top dose mostly 46.1 µM), inactives show at the highest dose re-replication activation, hits mostly activators; hit rate 1.8% among 340,000; also: potency is read from the fitted curve at half-maximal effect; % of control where 0% means no effect; nearly all actives have a fitted effect of over 55% in size
#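 DNA re-replication was detected as more nuclei of elevated Hoechst intensity after 48 hr exposure to compound (23 nL pinned per well of 250 cells).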
# KB-3-1 cytotox – kills parental KB-3-1 adenocarcinoma cells | Potency, µM (top dose mostly 46.1 µM), inactives show top-dose activity change, negative = cytotoxic, usual class: cytotoxic | hit rate 1.4% among 400,000 | AID 1347075 | KB-3-1 viability, CellTiter-Glo ATP luminescence, 72 h; also: potency is read from the fitted curve at half-maximal effect; % is scaled to controls: 0 for no effect and ±100 for the full control effect; nearly all actives have a fitted effect of over 60% in size
#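 KB-3-1 parental drug-naive adenocarcinoma cells in DMEM/10% FBS, incubated 72 h at 37 C with pin-transferred compounds across a concentration series. Viability by CellTiter-Glo luminescence; concentration-response curves fitted after normalization.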
# DRD3 antagonist – blocks the human D3 dopamine receptor; P35462; D3R cells, DiscoveRx beta-arrestin luminescence, antagonist mode; active compounds read low; hit rate 2.5% among 360,000; max response, negative = inhibition, %; in the data active = max response below about -50%; inconclusive = no clear call, values can overlap the other calls; also: % is scaled to controls: 0 for no effect and ±100 for the full control effect; mostly tested at two doses, the higher about 12 µM
#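 Cells plated overnight at 1500 cells/well, then exposed to library compounds with dopamine controls for 90 minutes at 37 degrees C. DiscoveRx reagent added for 30–60 minutes at room temperature; luminescence read, quantitative HTS format.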
# GLP1R ag – activates the human GLP-1 receptor; HEK293 GLP-1R CRE-luciferase, luminescence, 4-6 h; cells express a hypersensitive GLP-1R form; hit rate 0.007% among 380,000; Potency, µM (series often up to 45.6 µM), for inactives: at the highest dose activation, usual class: activators; also: potency is read from the fitted curve at half-maximal effect; % of control where 0% means no effect
# Target sequence (P43220 whole entry, looked up): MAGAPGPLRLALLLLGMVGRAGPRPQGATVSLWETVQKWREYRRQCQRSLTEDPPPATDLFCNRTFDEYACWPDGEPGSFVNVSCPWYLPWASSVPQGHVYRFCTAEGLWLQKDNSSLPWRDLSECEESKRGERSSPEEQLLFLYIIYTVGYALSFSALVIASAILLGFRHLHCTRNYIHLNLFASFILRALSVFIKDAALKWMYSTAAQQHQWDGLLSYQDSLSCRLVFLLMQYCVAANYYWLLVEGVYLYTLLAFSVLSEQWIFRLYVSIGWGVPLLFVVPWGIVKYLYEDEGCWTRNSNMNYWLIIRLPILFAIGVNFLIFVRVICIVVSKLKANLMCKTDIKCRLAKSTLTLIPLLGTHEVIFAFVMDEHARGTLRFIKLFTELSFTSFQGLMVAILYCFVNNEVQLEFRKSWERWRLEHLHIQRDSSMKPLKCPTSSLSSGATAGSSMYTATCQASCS
# * marks the source's active call; other numbers are inactive results; ? = inconclusive; . = not tested or not shown; [ ] = another dose, or the depositor's remark. Unless noted, calls follow the shape of the dose curve; as a rule, active = well fitted curve in the direction sought with a large enough effect; inconclusive = small, poorly fitted or top-dose-only effect, or another doubt; inactive = no such curve, though single readings can be large; an effect the other way counts as inactive or inconclusive.
SMILES,DRD3 agonist,KB-V1 MDR tox,HT1080 IDH1KD tx,HT1080NT lethal,IL-1B inflam inh,SW480 rerep,KB-3-1 cytotox,DRD3 antagonist,GLP1R ag
CCC(=O)Nc1nc2c(c(=O)[nH]1)CCCC2,3,0%,-2%,25%,7,-21%,-10%,10,0%
Cc1cccc(-c2nc(CS(=O)CC(=O)NC3CCCC3)c(C)o2)c1 (stereo not drawn),2,8%,1%,2%,4,-5%,-3%,11,-2%
CCN(C(=O)Cn1cnc2ccccc2c1=O)C1CCS(=O)(=O)C1 (stereo not drawn),-2,-3%,1%,0%,11,.,0%,-22,5%
Cc1nnc(N2C(=O)c3cccc4cccc(c34)C2=O)s1,-5,-19%,-28%,-2%,10,8%,20%,0,3%
O=C(COC(=O)C1CC(O)CN1S(=O)(=O)c1ccc(Cl)cc1)c1ccccc1Cl (stereo not drawn),-3,-30%,24%,8%,4,15%,-2%,29,-3%
COc1ccc(NC(=O)C(c2ccnc3ccccc23)n2c(=O)c(-c3ccccc3)nc3ccccc32)cc1 (stereo not drawn),-3,-4%,-2%,-6%,-7,.,-3%,15,.
CC(=O)Nc1ccc(S(=O)(=O)N2CCC(c3nc4ccc(C)cc4[nH]3)CC2)cc1,-1,-6%,?,-4%,-16,2%,-13%,-92*,-5%
Cc1ccc2cccc(NC(=S)NC(=O)c3ccccc3)c2n1,-3,?,-4%,-18%,24,16µM*,-13%,2,13%
O=C(NCc1ccccc1)c1cccc(S(=O)(=O)NCc2ccccc2)c1,-7,16µM*,-2%,-10%,2,-38%[inhibitor],-5%,?,18%
O=C(CN1CCN(CC(=O)Nc2ccccc2F)CC1)Nc1cccc(F)c1,3,9%,22%,15%,-10,-8%,-6%,-6,7%

# Reprinted at random: 5 records from the list.
SMILES,DRD3 agonist,KB-V1 MDR tox,HT1080 IDH1KD tx,HT1080NT lethal,IL-1B inflam inh,SW480 rerep,KB-3-1 cytotox,DRD3 antagonist,GLP1R ag
COc1ccc(NC(=O)C(c2ccnc3ccccc23)n2c(=O)c(-c3ccccc3)nc3ccccc32)cc1 (stereo not drawn),-3,-4%,-2%,-6%,-7,.,-3%,15,.
Cc1nnc(N2C(=O)c3cccc4cccc(c34)C2=O)s1,-5,-19%,-28%,-2%,10,8%,20%,0,3%
CCC(=O)Nc1nc2c(c(=O)[nH]1)CCCC2,3,0%,-2%,25%,7,-21%,-10%,10,0%
O=C(COC(=O)C1CC(O)CN1S(=O)(=O)c1ccc(Cl)cc1)c1ccccc1Cl (stereo not drawn),-3,-30%,24%,8%,4,15%,-2%,29,-3%
CC(=O)Nc1ccc(S(=O)(=O)N2CCC(c3nc4ccc(C)cc4[nH]3)CC2)cc1,-1,-6%,?,-4%,-16,2%,-13%,-92*,-5%

# Next part:
SMILES,DRD3 agonist,KB-V1 MDR tox,HT1080 IDH1KD tx,HT1080NT lethal,IL-1B inflam inh,SW480 rerep,KB-3-1 cytotox,DRD3 antagonist,GLP1R ag
CCS(=O)(=O)N1CCC(C(=O)NCCCOC)CC1,12,12%,2%[9.24 µM],-1%,17,15µM*,6%,7,0%
CCOc1ccc(NC2c3ccccc3C(=O)N2Cc2ccco2)cc1 (stereo not drawn),10,-4%,-6%,-4%,13,-6%,1%,17,-2%
Cc1ccc(NC(=O)Cn2cnc3cc([N+](=O)[O-])ccc3c2=O)cc1,-1,9%,1%,13%,1,-2%,10%,-5,3%
COc1cc(OC)c(NS(=O)(=O)c2cc3[nH]c(=O)c(=O)[nH]c3cc2C)cc1Cl,1,3%,0%,9%,9,5%,-3%,3,-1%
Cc1ccc(S(=O)(=O)NCc2ccccc2)cc1C(=O)N1CC(C)CC(C)C1 (stereo not drawn),2,13µM*,1%,8%,7,4%,-9%,12,0%
Cc1cnc(C(=O)Nc2nnc(C3CC3)s2)cn1,-1,5%,9%,13%,13,-14%,0%,24,6%
COc1ccc(Cl)cc1NC(=O)COC(=O)CCCN1C(=O)c2ccccc2C1=O,-6,0%,15%,4%,4,-5%,13%,0,5%
Cc1ccc(S(=O)(=O)N(C)CC(=O)NCCCc2ccccc2)cc1,1,-5%,4%,4%,14,-19%,17%,10,1%
COc1ccc(CCNC(=O)[C@@H](NC(=O)N2CCn3c2nc2ccccc23)C(C)C)cc1OC,-2,-27%,0%,1%,-13,-5%,?,-3,-2%
CCCc1ccc(C(=O)CCC(=O)NNC(=O)c2ccncc2)cc1,4,?,14%,9%,11,-7%,10µM*,10,-1%

# Whole records, looked up by structure:
# `Cc1ccc(NC(=O)Cn2cnc3cc([N+](=O)[O-])ccc3c2=O)cc1` as listed: DRD3 agonist: -1; KB-V1 MDR tox: 9%; HT1080 IDH1KD tx: 1%; HT1080NT lethal: 13%; IL-1B inflam inh: 1; SW480 rerep: -2%; KB-3-1 cytotox: 10%; DRD3 antagonist: -5; GLP1R ag: 3%
# `CC(=O)Nc1ccc(S(=O)(=O)N2CCC(c3nc4ccc(C)cc4[nH]3)CC2)cc1` as listed: DRD3 agonist: -1; KB-V1 MDR tox: -6%; HT1080 IDH1KD tx: ?; HT1080NT lethal: -4%; IL-1B inflam inh: -16; SW480 rerep: 2%; KB-3-1 cytotox: -13%; DRD3 antagonist: -92*; GLP1R ag: -5%

# (listing goes on)
SMILES,DRD3 agonist,KB-V1 MDR tox,HT1080 IDH1KD tx,HT1080NT lethal,IL-1B inflam inh,SW480 rerep,KB-3-1 cytotox,DRD3 antagonist,GLP1R ag
CC(=O)c1ccc(N(C(=O)CNC(=O)c2ccco2)C(C(=O)NC2CCCC2)c2ccncc2)cc1 (stereo not drawn),-4,3%,11%,2%,-10,-6%,3%,3,0%
COc1ccccc1C(=O)N1CCN(c2cccc(Cl)c2)CC1,-1,?,2.6µM*,2.6µM*,47,?,?,-13,7%
CCCCOc1ccc(C(=O)N/C(=C/C=C/c2ccccc2)C(=O)NCCCO)cc1,-5,5%,-1%,-17%,?,5%,14%,5,10%
Cc1nc2c(ccc3nc(NC(=O)Cc4cccc5ccccc45)sc32)s1,-4,21%,6%,16%,-4,12%,-11%,-27,-5%
CSc1ncccc1C(=O)NCc1ccccc1Cl,14,0%,0%,-3%,-9,1%,4%,6,11%
COc1ccc(C(O)(C(C)C)C(CN2CCOCC2)c2ccccc2)cc1 (stereo not drawn),-2,-5%,3%,4%,13,4%,-12%,-14,-3%
COc1ccc(N/C=C/C(=C(C#N)C#N)N(C)C)cc1,12,6%,27%,21%,0,-7%,2%,2,0%
O=C(c1ccc(Cl)cc1)c1oc2ccccc2c1CS(=O)c1ccc(Cl)cc1 (stereo not drawn),5,21µM*,1%,24%,-10,-2%,1%,11,-8%
O=S(=O)(Nc1ccc(-c2ccc(N3CCOCC3)nn2)cc1)c1ccc(Cl)c(Cl)c1,10,-9%,-17%,-28%,0,-69%[inhibitor],-17%,2,8%
O=C(COC(=O)c1ccc2c(c1Cl)C(=O)c1ccccc1C2=O)NC1CCCCC1,13,-2%,23%,20%,-8,-1%,-10%,1,20%
C/C(CC(C)(C)c1ccccc1)=N\NS(=O)(=O)c1ccccc1,1,?,8%,11%,15,-62%[inhibitor],0%,7,1%
O=C(CSc1nnc(-c2cccnc2)o1)Nc1cccc(F)c1,0,9%,14%,22%,3,3.3µM*,-3%,14,7%
COCc1cc(=O)n2[nH]c(C)cc2n1,-2,0%,13%,16%,-1,-7%,-5%,29,-2%
Nc1[nH]c(C(=O)c2ccc(Br)cc2)c(-c2ccc(Br)cc2)c1C(=O)NCCc1c[nH]c2ccccc12,1,21µM*,?,?,10,.,?,45,-5%
O=C1c2ccccc2S(=O)(=O)c2cc(C(=O)N3CCC(N4CCCC4)CC3)ccc21,0,7%,4%,-1%,-3,1%,7%,-5,17%
O=C(CN1CCNC(=O)C1)NCCc1ccc(Cl)cc1Cl,-17,15%,25%,15%,17,-2%,9%,-10,10%
O=C(/C=C/c1cccc(Cl)c1)OCc1cn2cc(Cl)ccc2n1,5,2%,6%,9%,16,-5%,-5%,1,14%
Cc1[nH]c2ccc(F)cc2c1CCNC(=O)C1CCCCC1C(=O)OCC(F)(F)F (stereo not drawn),-11,-4%,10%,21%,?,-1%,7%,-12,1%
C[C@@H](NC(=O)c1ncn2c1c(=O)[nH]c1ccc(Br)cc12)c1ccccc1,4,1%,17%,12%,-18,.,?,26,-1%
CCN(c1ccc(OC)cc1)S(=O)(=O)c1ccc(-c2ccc(=O)[nH]n2)o1,-5,-6%,2%,-10%,17,?,-24%,-9,-3%
CN1CCCC(OC(=O)COc2ccc(Br)cc2)C1 (stereo not drawn),-4,-1%,9%,15%,0,0%[9.22 µM],6%,-23,-8%
COc1ccc(/C=C2\SC(=S)N(Cc3cccnc3)C2=O)cc1C,-6,?,23%,18%,-3,-5%,?,-24,16%
CCOc1ccc(C(CC(=O)O)NC(=O)Cc2ccc(Cl)cc2)cc1 (stereo not drawn),7,?,-2%,1%,15,-2%,13%,14,0%
CCOC(=O)C1=C(C)N(CCCC(=O)NCc2ccc3c(c2)OCO3)C(=O)NC1c1ccc(Br)cc1 (stereo not drawn),-16,26%,-10%,4%,?,-6%,6%,-26,8%
O=C(Nc1ccc2nc(-c3ccc(Br)o3)[nH]c2c1)c1ccco1,-3,?,-13%,-6%,-18,0%,-3%,-10,12%
O=C(Cn1cnc([N+](=O)[O-])n1)N/N=C/c1ccccc1O,6,0%,?,?,166,20%,-7%,39,-2%
CCOC(=O)CN(c1ccccn1)S(=O)(=O)c1ccccc1,7,0%,12%,10%,15,-1%,-1%,17,-8%
